# hgDAF-12 ag – activates the H. glycines DAF-12 receptor ligand-binding domain | hit rate 1.8% among 370,000 | activation, % at 6.8 µM | HEK293 GAL4-hgDAF12 UAS-luciferase reporter, agonist luminescence; normalized to butyrate control;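 active means activation above a cutoff set at the mean of all screened compounds plus 3 SD, cut at about 10% in these data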;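 further: 0% = DMSO wells and 100% = sodium butyrate wells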
# hcDAF12 agonist – activators of H. contortus DAF-12 nuclear receptor | HEK293 hcDAF-12 lit1-tk-luc reporter, luminescence; 0% DMSO, 100% Δ7-dafachronic acid | activation, % at 6.8 µM | hit rate 1.4% among 370,000 | AID 652067;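 active means activation above the mean of all tested compounds plus 3 SD, cut at about 5.5% in these data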;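 further: 100% = response to 3 µM Δ7-dafachronic acid high control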
# PLC-gamma1 inh – PLC-gamma1 (human) inhibition, primary screen; P19174; purified PLC-gamma1, fluorogenic substrate, fluorescence; inhibition, % at 12.2 µM; hit rate 0.84% among 370,000; in the data active means inhibition above about 9.5%
# PLC-beta3 inh – inhibitors of human phospholipase C beta3; Purified PLC-beta3, fluorogenic substrate, fluorescence; Q01970; inhibition, % at 12.2 µM; AID 720704; hit rate 0.18% among 370,000; in the data active means inhibition above about 11%;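 further: 0% = median of compound wells on plate and 100% = full blocker control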
# ADAM10 inh – inhibits human ADAM10 | inhibition, % at 7 µM | recombinant ADAM10, EDANS/DABCYL FRET peptide cleavage, 3 h | O14672 | hit rate 0.62% among 370,000;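 active means inhibition above a per-campaign cutoff equal to the mean of compounds falling between control-based bounds plus 3 SD, cut at about 20% in these data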;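 further: 0% = DMSO wells while the 100% control is not disclosed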
# Target sequence (O14672 214-748 limits assumed): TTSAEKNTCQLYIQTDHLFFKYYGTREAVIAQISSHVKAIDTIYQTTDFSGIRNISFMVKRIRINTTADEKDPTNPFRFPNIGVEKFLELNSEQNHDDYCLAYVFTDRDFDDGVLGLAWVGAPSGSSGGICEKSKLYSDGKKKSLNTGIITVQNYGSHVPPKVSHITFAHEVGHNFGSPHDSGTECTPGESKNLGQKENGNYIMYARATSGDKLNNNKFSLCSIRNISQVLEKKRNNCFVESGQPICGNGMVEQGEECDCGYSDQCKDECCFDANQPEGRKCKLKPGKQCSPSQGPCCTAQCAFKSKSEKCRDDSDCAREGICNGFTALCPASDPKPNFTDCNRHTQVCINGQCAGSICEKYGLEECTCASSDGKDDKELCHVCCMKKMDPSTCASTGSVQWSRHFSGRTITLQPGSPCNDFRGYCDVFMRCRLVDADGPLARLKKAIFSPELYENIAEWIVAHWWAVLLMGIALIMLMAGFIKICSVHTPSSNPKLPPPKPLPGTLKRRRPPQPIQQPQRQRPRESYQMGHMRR
# sPLA2-III inh – Inhibits HGIII-sPLA2 liposome hydrolysis, primary screen | Q9NZ20 | AID 743126 | inhibition, % at 12.2 µM | QFRET BODIPY PC-A2 liposome hydrolysis, fluorescence | hit rate 0.56% among 370,000;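 active means inhibition above mean plus 3 SD of compounds lying within the high and low control bounds, cut at about 19% in these data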;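 further: 0% = median of test compound wells and 100% = no enzyme DMSO wells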
# Target sequence (Q9NZ20 whole entry, looked up): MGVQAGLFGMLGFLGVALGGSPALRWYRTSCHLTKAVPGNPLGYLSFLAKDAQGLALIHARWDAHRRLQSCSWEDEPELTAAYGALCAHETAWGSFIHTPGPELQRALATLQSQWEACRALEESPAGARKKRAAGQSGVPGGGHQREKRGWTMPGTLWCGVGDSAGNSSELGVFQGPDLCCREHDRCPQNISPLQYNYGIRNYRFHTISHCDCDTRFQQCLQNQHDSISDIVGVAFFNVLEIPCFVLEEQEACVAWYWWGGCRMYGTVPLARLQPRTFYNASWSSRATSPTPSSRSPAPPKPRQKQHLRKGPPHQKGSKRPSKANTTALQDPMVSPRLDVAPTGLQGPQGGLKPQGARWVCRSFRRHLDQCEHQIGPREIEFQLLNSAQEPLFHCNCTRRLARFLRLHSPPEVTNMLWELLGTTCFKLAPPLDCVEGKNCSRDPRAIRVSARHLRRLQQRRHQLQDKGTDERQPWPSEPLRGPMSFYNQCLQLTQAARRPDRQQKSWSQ
# FXN GAA850 act – activators of GAA850 frataxin (FXN) promoter | HEK293 lucGAA850 FXN promoter luciferase reporter, 24 h; percent of 10 µM SAHA response | activation, % at 6 µM | hit rate 0.56% among 360,000 | AID 540364;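 active means activation above the average of all compounds screened plus 3 SD, cutoff fixed separately per campaign, cut at about 7.5% in these data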;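 further: 0% = DMSO wells and 100% = 10 µM SAHA wells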
# DAX1 inh-1 – inhibits human nuclear receptor DAX1 | HEK293 Gal4-DAX1 luciferase reporter, luminescence | hit rate 0.99% among 340,000 | inhibition, % at 6.75 µM | AID 504766 | P51843;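 active means inhibition above the mean over all tested compounds plus 3 SD, cut at about 4.2% in these data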;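 further: 0% = DAX1-transfected cells with DMSO and 100% = empty-vector control cells with DMSO; inhibition shows as a rise in luminescence from relieved DAX1 repression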
# ssDAF12 agonist – activators of S. stercoralis DAF-12 nuclear receptor; HEK293 ssDAF-12/GRIP1 lit1-tk-luc reporter, luminescence; % of 3 µM dafachronic acid response; activation, % at 6.8 µM; hit rate 1% among 370,000; AID 652126;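 active means activation above the mean over all tested compounds plus 3 SD, cut at about 0.9% in these data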;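 further: 0% = DMSO-only wells and 100% = 3 µM delta7-dafachronic acid wells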
# DAX1 inh-2 – inhibitors of DAX1 repression of SF-1 activated StAR promoter | hit rate 1.1% among 370,000 | HEK293T StAR-luciferase reporter, SF-1/DAX-1 repression relief | AID 652010 | inhibition, % at 6.8 µM;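 active means inhibition above the mean over all tested compounds plus 3 SD, cut at about 3.6% in these data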;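 further: 0% = DAX-1 cells with DMSO and 100% = cells lacking DAX-1 with DMSO; higher inhibition means more luminescence from relief of DAX-1 repression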
# ADAM17 inh – inhibitors of human ADAM17. P78536. recombinant ADAM17, EDANS/DABCYL FRET peptide cleavage. inhibition, % at 6.95 µM. hit rate 0.83% among 370,000. AID 720648;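 active means inhibition above the mean of compounds lying between control limits plus 3 SD, set per campaign, cut at about 8.5% in these data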;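 further: 0% = DMSO-only wells as the low control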
# Active calls of the source: *; . = not tested or not shown.
SMILES,hgDAF-12 ag,hcDAF12 agonist,PLC-gamma1 inh,PLC-beta3 inh,ADAM10 inh,sPLA2-III inh,FXN GAA850 act,DAX1 inh-1,ssDAF12 agonist,DAX1 inh-2,ADAM17 inh
Cc1ccc(C)n1-c1ccncc1,0.2,-1.4,-1,2,0,3,0.6,-0.2,-0.9,-0.2,1
CNC(=O)c1ccc(NC(=O)CCNC(=O)Nc2ccccc2)cc1,0.0,-0.7,3,-9,-10,11,0.4,-1.2,-0.8,-0.6,-8
CCCCN1C2CCCC1CC(NC(=O)c1cccc(Cl)c1)C2 (stereo not given),0.2,-1.8,1,-1,4,-2,-1.1,-1.0,-0.5,0.4,2
FC(F)(F)c1ccc(-c2nc3ccccc3s2)cc1,-6.3,-0.1,2,0,1,-3,.,.,-0.5,-1.8,-3
CN(NC(=O)c1ccco1)c1nc2ccccc2nc1C(F)(F)F,-1.9,-0.9,2,1,-6,5,0.5,0.3,-2.2,0.3,2
COc1ccc(NC(=O)C2CCN(S(=O)(=O)c3cn(C)nc3C)CC2)cc1,1.9,-1.4,2,2,-4,-1,-0.4,0.4,-1.3,-1.0,0
Cc1c(C(=O)Nc2ccc(S(=O)(=O)N(C)C3CCN(C)CC3)cc2)oc2ccccc12,-0.7,-0.5,-8,-10,-7,-39,2.7,0.3,-1.3,-0.3,3
COc1ccc2c(COC(=O)c3n[nH]c4ccccc34)cc(=O)oc2c1,8.2,3.3,-29,-44,-115,1,0.2,1.3,-0.1,2.4,-31
CCN(c1ccccc1)S(=O)(=O)c1ccc(Cl)c(NC(=O)CN2CCCCCC2)c1,-4.4,-1.9,3,-5,4,-12,-1.6,-0.9,-1.5,-1.5,-3
Cc1ccc(OCCSc2nc3ccccc3n2CC(=O)O)cc1C,-3.3,-0.9,3,-8,-1,0,2.3,-0.5,-0.6,0.0,1
O=C(c1cccs1)N1CCN(c2ccccc2)CC1,2.5,-1.0,4,-1,9,2,1.4,0.7,-1.8,0.7,1
CCC(c1nnc(SCC(=O)Nc2c(F)cccc2F)n1Cc1ccccc1)N(C)C (stereo not given),0.1,-0.4,-1,-6,-13,-1,1.4,-0.3,-0.9,0.0,-2
C/C(=N\O)C(=O)NCc1ccccn1,2.2,-2.4,3,2,10,7,-0.4,-0.3,-0.7,-0.2,-2
Cc1cc(=O)[nH]c(SCCCOc2ccccc2Cl)n1,-3.3,-0.6,3,2,-4,-7,-1.9,2.7,-1.8,-0.7,-1
O=C(NN(c1ccccc1)c1ccccc1)c1ccc([N+](=O)[O-])o1,-0.2,-0.9,0,3,7,-2,-0.6,-1.3,-1.0,-1.4,1
Nc1n[nH]c(N)c1N=Nc1cccc(F)c1,4.0,-0.4,0,2,5,18,-0.2,1.1,-0.2,0.6,1
CCc1ccc(-c2ccc(C(=O)C(F)(F)F)[nH]2)cc1,13*,3.2,-3,-3,-1,0,2.4,2.4,-0.2,2.4,-3
CC1=C(C(=O)N(C)C)CC(CC(=O)NC2CC2)C(=O)N1Cc1ccccc1 (stereo not given),1.0,-2.2,4,2,-12,4,1.8,1.2,-1.3,-0.1,3
CC(=O)N1N=C(c2cccc(NS(C)(=O)=O)c2)CC1c1cccs1 (stereo not given),-4.1,-0.8,-1,-9,-5,8,2.0,-0.5,-0.9,-0.4,-2
COc1ccc(CCNC(=O)CCNS(=O)(=O)c2cccc(Cl)c2)cc1OC,-0.4,-1.6,5,-6,9,2,1.7,1.0,-1.0,1.5,-1
Cc1cc(-c2ccn[nH]2)c(C)s1,-0.1,-1.6,3,-5,-11,9,1.5,-1.4,-1.6,0.3,0
C=C(Cl)COc1ccc2c(C)cc(=O)oc2c1,3.6,-1.9,-12,-18,-141,-1,1.2,-1.0,-0.9,0.1,-47
Cc1cc(NC(=O)COC(=O)[C@H](C)NC(=O)c2ccccc2)no1,1.1,-0.2,3,0,4,5,-2.6,-0.7,-1.3,0.4,-1
Cc1cccc(N(Cc2ccccc2)C(=O)c2ccc(C)c(S(=O)(=O)N3CCOCC3)c2)c1,-4.6,-3.3,2,-4,11,-10,-3.1,-0.3,-1.5,-0.8,5
COc1cc(/C=C/CN2CCC(CO)(CC3CCCCO3)CC2)ccc1O (stereo not given),-1.0,-1.6,-4,-10,-12,-4,1.7,0.9,-1.2,0.1,-2
CCN(CC)C(=O)CC[C@H]1CC[C@]2(CCCN(Cc3ccc(Cl)cc3)C2)O1,-2.2,-0.5,3,5,3,6,.,.,-0.2,-0.3,2
CC[n+]1c(C)n(-c2ccccc2)c2ccc(C(=O)OC)cc21,-2.0,0.0,6,-8,-7,6,0.0,-1.0,-0.9,1.1,2
CC(=O)Nc1ccc(S(=O)(=O)N2CCN(C(=O)N3CCCCCC3)CC2)cc1,-0.3,-0.2,1,1,0,4,1.1,0.5,-1.3,0.4,-3
Cc1nn(C)c(C)c1CN(C)C(=O)C1(C)CC1(Br)Br (stereo not given),1.2,0.5,1,2,6,3,1.2,-0.6,-1.2,0.2,0
O=c1[nH]c(=S)c2ncn(-c3ccccc3)c2[nH]1,-0.8,-1.0,3,-6,2,8,-0.4,.,-1.8,0.0,0
O=[N+]([O-])c1cccc(OCCCN2CCC(C(O)(c3ccccc3)c3ccccc3)CC2)c1,0.8,-1.4,1,2,4,-19,.,.,-1.7,-0.5,1
O=C(CSCc1ccc(Cl)cc1)Nc1ccc(S(=O)(=O)N2CCCCCC2)cc1,-1.2,-3.0,1,-4,10,-23,0.5,-0.5,-1.8,0.1,6
COc1ccc(Nc2nc3cc(-c4sccc4C)sc3c(=O)n2C)cc1OC,9.3,0.2,-14,-18,-47,-9,-1.9,.,-0.5,-2.7,-9
Cc1cccc(C)c1NC(=O)CN1C(=O)S/C(=C\c2cccn2-c2cccc(C(=O)O)c2)C1=O,-0.1,-0.5,0,1,-3,1,-1.7,0.6,-0.8,0.2,-3
COC(=O)CCc1c(C)nc(N)[nH]c1=O,-0.8,-1.5,-3,3,-3,-4,1.6,2.5,-1.1,-0.2,-11
Cc1cccc(NS(=O)(=O)c2cccc(C(=O)N3CCN(S(=O)(=O)c4ccccc4)CC3)c2)c1,-4.2,-1.7,7,6,12,-24,-2.3,-0.7,-1.0,-2.3,7
O=C(c1cccc(C(F)(F)F)c1)N1CCC(O)(CS(=O)(=O)Cc2ccc(Cl)cc2)CC1,2.1,-1.4,0,2,-3,-4,0.3,-0.9,-1.3,-0.7,-1
CCc1oc(C(=O)O)cc1COC,2.0,-0.8,-3,-2,-6,2,-1.1,1.0,-1.1,-0.3,-6
Cc1cc(C)n(C(=O)c2ccc([N+](=O)[O-])cc2Cl)n1,-2.2,-1.1,1,-1,-3,-3,2.0,1.4,-1.4,-0.1,-5
Cc1cc(=O)[nH]c(SCC(=O)OCc2ccccc2)c1C#N,-2.6,-0.3,2,-4,-11,-1,2.0,-0.2,-1.1,0.8,-2
CCCCOc1ccc(/C=N/NC(=S)Nc2cccc(C)c2C)cc1,2.4,-0.1,0,-3,-9,0,-1.7,0.0,-1.7,-0.5,-4
Cc1ccccc1S(=O)(=O)N(C)C[C@H]1OCc2cn(nn2)CCCC(=O)N([C@H](C)CO)C[C@@H]1C,-0.8,0.3,1,-1,-5,10,.,.,-1.2,-0.8,-1
COc1ccccc1-c1cc(C(F)(F)F)nc(NCc2cccs2)n1,1.1,-2.7,-15,-23,-34,-2,4.5,1.8,-0.6,-0.7,-9
CCCCN1C(=O)C(CC(=O)NCCN2CCOCC2)CC(C(=O)N(CC)CC)=C1C (stereo not given),-0.1,-0.6,-4,2,-5,0,0.5,0.0,-0.9,0.1,-4
O=C(Nc1ccc(Cl)c(Cl)c1)c1csc(-c2ccccc2)n1,-0.9,2.2,1,0,-6,-5,-1.6,0.7,-1.5,-0.4,-1
CNS(=O)(=O)c1cccc(C(=O)OCC(=O)c2c(N)n(Cc3ccccc3)c(=O)n(C)c2=O)c1,-2.3,-2.6,0,-10,-3,-24,1.4,0.1,-1.1,-1.8,0
CCCCN(C=O)c1c(CC)nc2c(OCC3CCCCC3)cccn12,-3.3,-2.2,2,-1,9,-6,-1.3,.,-0.3,-0.3,1
C[C@@H]1CN([C@H](C)CO)C(=O)c2c(c3ccccc3n2C)-c2ccccc2CO[C@H]1CN(C)Cc1cccc(C(=O)O)c1,3.1,-0.8,-3,3,-8,-16,-0.6,3.2,-1.1,0.0,-3
O=C(COC(=O)/C=C/c1ccc(F)cc1)NCc1ccc2c(c1)OCO2,0.1,0.5,0,1,-2,-6,0.5,-1.5,-1.7,-0.3,-6
O=C(O)CNC(=O)c1ccc(NS(=O)(=O)c2ccc3ccccc3c2)cc1,5.5,-1.7,-7,-12,5,0,1.0,-0.7,-1.0,0.4,-2
CNc1nc(C)c(C(C)=O)cc1C#N,0.6,-1.5,1,-1,1,4,2.5,0.9,-1.1,0.0,-2
O=S(=O)(NCC(Nc1ccc(Cl)cc1)c1ccccc1)c1ccc(Cl)cc1 (stereo not given),0.8,-1.9,3,1,23*,-12,8.5*,-0.3,-1.3,0.4,7
CCN(CC)S(=O)(=O)c1cc(NC(=O)C(=O)c2c(-c3ccccc3)cc3ccccn23)ccc1C,-4.1,-3.5,1,-3,17,-7,-1.3,-1.8,-1.8,-2.0,3
CCOc1cc(-c2nnc(NC(=O)c3ccco3)o2)cc(OCC)c1OCC,1.1,0.8,-3,-2,-6,2,-0.2,-0.1,-1.3,-0.1,-5
COc1cccc(NC(=O)Cn2c(=O)n(CC3CCCO3)c(=O)c3ccccc32)c1 (stereo not given),-2.0,0.1,-3,-2,-2,-2,1.0,0.2,-0.8,-0.7,-10
CC(=O)NS(=O)(=O)c1ccc(NC(=S)NC(=O)C2CCC2)cc1,1.2,-0.3,0,-9,-7,5,-1.5,1.8,-1.0,0.5,-3
CN(CC(=O)Nc1cccc(F)c1)CC(=O)Nc1cccc(S(=O)(=O)N2CCCCC2)c1,-3.7,-2.7,-1,-8,-2,-25,-0.3,-0.3,-2.1,-3.7,2
CC(C)(C)c1ccc(/C=N/NC(=O)Cc2c[nH]c3ccccc23)cc1,0.0,1.4,-13,-11,14,-45,1.5,0.8,-0.9,0.1,2
CCOC(=O)C1(Cc2ccccc2C)CCCN(C(=O)CCn2nccc2C)C1 (stereo not given),-1.8,-2.8,0,-3,-6,0,-0.2,-0.2,-2.0,-0.2,-3
CCc1ccc(NC(=S)Nc2cc(OC)c(NC(=O)C(C)C)cc2OC)cc1,-3.0,-0.2,3,1,-4,-4,0.9,0.2,-1.1,-1.2,-3
CC(C)CN(C(=O)C1CCCC1)C1CCS(=O)(=O)C1 (stereo not given),-2.3,0.6,6,-3,-2,-1,1.1,1.5,-1.1,2.5,-6
Cc1ccc(N/N=C/c2cccnc2)cc1,3.2,-0.3,-4,-4,-6,-2,7.0,-0.3,-1.6,1.1,-4

# Screens: PubChem BioAssay, The Scripps Research Institute Molecular Screening Center
